MEP2-GFP yeast: alters MEP2-GFP fluorescence in TOR pathway yeast screen | actives 0.51% (n = 330,000) | S. cerevisiae MEP2-GFP strain, flow cytometry GFP, 3 h; 100% = DMSO control level | GFP response vs DMSO, % at 10 µM;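 active = GFP response versus DMSO above a set limit, roughly screen mean plus 3 SD, cut at about 180% in these data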;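 also: median GFP fluorescence of the barcode-gated MEP2-GFP cells per well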
RPL19A-GFP yeast: modulators of TOR pathway RPL19A-GFP in S. cerevisiae; S. cerevisiae RPL19A-GFP strain, flow cytometry, 3 h; stronger effect = lower value; percent response vs DMSO, % at 10 µM; actives 0.3% (n = 330,000);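 active = percent response vs DMSO below 50%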;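 also: median channel GFP fluorescence of the barcoded RPL19A-GFP strain; ratio of sample median GFP to plate DMSO average so 100% = DMSO; lower means less RPL19A-GFP as with rapamycin TOR inhibition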
GRK2 aptamer HTS: inhibitors of human GRK2 displacing RNA aptamer | P25098 | bead flow cytometry, FAM-aptamer displacement from GRK2 | inhibition of aptamer binding, % at 10 µM | actives 0.59% (n = 330,000);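 active = inhibition of aptamer binding above 40%, roughly 3 SD of noise, on plates passing a quality check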;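 also: median bead fluorescence of bound FAM aptamer so fluorescent compounds give negative values; no value below 0 was filed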
Target sequence (P25098 whole entry, looked up): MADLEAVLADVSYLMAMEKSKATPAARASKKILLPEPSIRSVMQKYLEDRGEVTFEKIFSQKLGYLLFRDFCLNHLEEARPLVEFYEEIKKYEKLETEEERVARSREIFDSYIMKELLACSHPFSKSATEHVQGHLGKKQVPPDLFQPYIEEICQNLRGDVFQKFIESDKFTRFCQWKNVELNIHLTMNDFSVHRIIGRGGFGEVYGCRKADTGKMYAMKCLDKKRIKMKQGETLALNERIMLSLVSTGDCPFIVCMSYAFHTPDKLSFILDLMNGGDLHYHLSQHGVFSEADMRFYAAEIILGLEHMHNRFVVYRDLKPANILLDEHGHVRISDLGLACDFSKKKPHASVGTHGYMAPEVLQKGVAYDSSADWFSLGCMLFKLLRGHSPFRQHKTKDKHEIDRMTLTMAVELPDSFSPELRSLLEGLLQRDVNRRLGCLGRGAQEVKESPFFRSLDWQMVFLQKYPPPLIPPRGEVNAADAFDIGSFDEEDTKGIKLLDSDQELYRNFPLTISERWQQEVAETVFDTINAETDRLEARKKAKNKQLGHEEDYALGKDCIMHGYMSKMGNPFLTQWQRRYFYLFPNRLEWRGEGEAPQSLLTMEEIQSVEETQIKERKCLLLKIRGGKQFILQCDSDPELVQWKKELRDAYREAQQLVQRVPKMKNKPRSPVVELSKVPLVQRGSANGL
AGP1 TOR yeast: yeast TOR pathway AGP1-GFP modulation; S. cerevisiae AGP1-GFP multiplex flow cytometry, 3 h; GFP as percent of DMSO wells; actives 0.02% (n = 320,000); GFP response vs DMSO, % at 10 µM;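 active = GFP response relative to DMSO above a set limit, near screen average plus 3 SD, cut at about 150% in these data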;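 also: median GFP channel fluorescence of the gated AGP1 strain per well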
VLA-4 inh: inhibition in a human VLA-4 binding assay; P13612; VLA-4 expressing cells, ligand binding flow cytometry; inhibition, % (about 7 µM as worked out from the volumes in the protocol); actives 0.2% (n = 330,000); AID 2557; in the data active = inhibition above about 50%
LAP4 TOR yeast: alters LAP4-GFP fluorescence in TOR pathway yeast screen. S. cerevisiae LAP4-GFP multiplex, flow cytometry GFP, 3 h; median GFP as percent of DMSO wells. GFP response vs DMSO, % at 10 µM. actives 0.34% (n = 320,000);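 active = GFP response vs DMSO above a set limit, about the screen mean plus 3 SD, cut at about 150% in these data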
JMJD2C inh: human JMJD2C demethylase inhibition; GST-JMJD2C(1-420) H3K9me3 demethylation, DELFIA europium; actives 0.069% (n = 330,000); inhibition, % at 2.35 µM; AID 2099;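 active = more than half of a compound's replicate wells show inhibition beyond 50%, single wells judged on their own value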;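 also: signal counts dimethyl H3K9 product captured on neutravidin plate; 0% = median of DMSO wells and 100% = 0.3 times that DMSO median; strong numbers were not always called active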
Target sequence (Q9H3R0 1-420 limits assumed): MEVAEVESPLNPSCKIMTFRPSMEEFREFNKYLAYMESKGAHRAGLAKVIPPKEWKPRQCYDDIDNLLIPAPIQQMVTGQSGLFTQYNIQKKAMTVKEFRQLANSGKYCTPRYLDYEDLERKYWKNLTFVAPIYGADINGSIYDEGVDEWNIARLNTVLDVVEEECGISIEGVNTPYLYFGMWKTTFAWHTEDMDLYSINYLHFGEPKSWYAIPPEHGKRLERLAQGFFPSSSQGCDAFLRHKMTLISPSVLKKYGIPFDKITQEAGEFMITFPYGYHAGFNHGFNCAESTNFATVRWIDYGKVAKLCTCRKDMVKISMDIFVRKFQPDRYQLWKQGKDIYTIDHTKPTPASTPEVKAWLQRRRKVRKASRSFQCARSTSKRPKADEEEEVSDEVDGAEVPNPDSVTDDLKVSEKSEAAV
CIT2-GFP yeast: yeast TOR pathway CIT2-GFP modulation. S. cerevisiae CIT2-GFP strain, flow cytometry, 3 h; 100 means same as DMSO wells. GFP response vs DMSO, % at 10 µM. actives 0.065% (n = 320,000);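 active = GFP response relative to DMSO above a set limit, near the screen mean plus 3 SD, cut at about 150% in these data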;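 also: ratio of well median GFP fluorescence to mean of DMSO wells on the plate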
An asterisk follows results filed as active; i = inactive; . = no result given.

MEP2-GFP yeast	RPL19A-GFP yeast	GRK2 aptamer HTS	AGP1 TOR yeast	VLA-4 inh	LAP4 TOR yeast	JMJD2C inh	CIT2-GFP yeast	smiles
102	106	3	102	-2	107	5	110	C=CCNC(=O)CSc1cc([N+](=O)[O-])cc(S(=O)(=O)Cc2ccccc2)c1
102	105	5	101	8	106	9	106	CCOc1ccc(Br)cc1C(=O)Nc1ccc(C(=O)NCC(C)C)cc1
93	89	0	.	1	94	10	95	C=CCn1c(CNC(=O)c2ccccc2F)nnc1SCc1nc2ccccc2c(=O)[nH]1
95	102	.	99	6	92	2	102	CC(CC(=O)Nc1ccc(C(N)=O)cc1)c1ccccc1 (centres undefined)
103	101	0	102	19	98	2	101	CN(CCOC(=O)/C=C/c1ccccc1)C(C)(C)C
107	104	2	98	5	95	-2	101	Cn1c(=O)c2c([nH]c(=S)n2CCCc2ccccc2)n(C)c1=O
116	98	0	105	10	107	4	101	O=C1CCC(=O)N1c1cccc(-c2nc3ccccc3o2)c1
101	101	1	97	-3	123	i	88	CN(CC(=O)Nc1ccccc1Cl)C(=O)c1ccc(COc2ccccc2)cc1
104	106	2	104	13	113	-9	101	COc1cc(C(=O)OCCNC(=O)c2ccccc2)cc(OC)c1OC
105	106	2	111	2	102	0	107	CC(C)n1nnnc1SCC(=O)N1N=C(c2cccs2)CC1c1cccs1 (centres undefined)
97	98	0	104	2	95	-3	99	CC1CC(C)CN(S(=O)(=O)c2ccc(C(=O)NCCCn3ccnc3)cc2)C1 (centres undefined)
101	92	0	93	13	114	-2	96	C=CCOc1ccc(Br)cc1/C=N/O
94	94	0	93	39	96	-7	97	COc1ccc2[nH]cc(S(=O)(=O)c3ccc(C(C)C)cc3)c(=O)c2c1
94	90	1	83	5	107	11	87	C=CCSc1nnc2c(n1)[nH]c1c(C)cccc12
95	94	2	91	0	88	12	91	Cc1ccc(N=Cc2c(C)[nH]n(-c3ccccc3)c2=O)nc1
98	102	1	91	16	136	-4	100	CCCCN1C(N)=NC[C@@H]1c1ccccc1
127	107	0	104	-1	100	-4	111	Cc1ccc(NC(=O)COC(=O)c2ccc3c(c2)C(=O)N(CCc2ccccc2)C3=O)c(C)c1
91	98	0	104	-9	102	-3	101	COc1ccc(/C=C(\C#N)C(=O)Nc2ccc3[nH]c(=O)[nH]c3c2)cc1
99	97	0	99	3	97	9	98	N#Cc1ccc(NC(=O)COC(=O)C2=COCCO2)cc1
110	94	1	98	3	100	-6	106	COc1ccc(S(=O)(=O)Nc2ccccc2C(=O)NC(C)C)cc1OC
95	92	0	92	1	98	1	88	Cc1cc(C)cc(N(CC(=O)NCc2ccc(F)cc2)C(=O)CCC(=O)Nc2ccccn2)c1
102	100	0	90	5	98	3	90	Cc1ccc(OCCCn2c(=O)oc3ccccc32)cc1
95	98	0	100	2	91	10	106	Cc1cccc(SC2CCN(C(=O)C3CCC(=O)N(C4CC4)C3)CC2)c1 (centres undefined)
94	97	2	98	-1	93	-44	95	Cc1cc(C(=O)COC(=O)c2ccc(Br)o2)c(C)n1C
97	103	4	96	-15	93	-21	103	Cc1ccccc1NC(=O)CSc1ccc(-c2ccco2)nn1
101	99	0	110	6	93	2	105	O=C(c1ccccc1NS(=O)(=O)c1cccs1)N1CCCC1
98	100	0	101	1	96	3	98	CCOCCCn1c(SCC(=O)Nc2ccc(OC)cc2)nc2ccccc2c1=O
109	112	0	129	-3	109	5	119	Cc1ccccc1CCN(CC(=O)NC1CCCCC1)C(=O)c1csnn1
110	99	2	97	32	86	-10	105	O=C(Nc1cccc(O)c1)c1cccc(S(=O)(=O)Nc2cccc(O)c2)c1
103	97	0	97	16	99	0	105	O=C(CSc1nc(Cc2ccccc2)nc2ccccc12)c1ccc2c(c1)OCCO2
107	100	0	104	-8	104	-19	105	O=C(O)Cn1c(=S)sc2ccccc21
105	102	0	101	3	101	6	89	CCCN(CC(=O)Nc1ccccc1C)C(=O)/C=C/c1ccc(OCC)c(OC)c1
103	107	0	102	-9	93	5	107	C=C1C(=O)O[C@H]2C1CC[C@@](C)(O)C13C=CC(C)(C21)C1(C3)C(=O)O[C@@H]2C3C(C)=CCC3[C@](C)(O)C[C@H](OC(C)=O)C21 (some centres undefined)
94	98	0	95	-3	92	-5	101	CCOc1cc(N)c(Cl)cc1C(=O)NCC1CN(Cc2ccc(F)cc2)CCO1 (centres undefined)
101	97	0	101	13	94	-8	103	O=C(NCCCn1ccnc1)c1cc2cc([N+](=O)[O-])ccc2oc1=O
92	90	2	90	3	94	-1	88	COc1ccccc1CC(=O)N1CCCc2ccccc21
94	97	2	103	19	92	13	87	Cc1ccc(/C(O)=C/C(=O)C(=O)NNC(=O)C(O)(c2ccccc2)c2ccccc2)cc1
106	98	3	96	-20	103	18	108	Brc1c(OCCOCCn2cncn2)ccc2ccccc12
100	103	0	107	7	108	12	94	CN1CCc2nc(NC(=O)COc3ccc(C#N)cc3)sc2C1
111	105	3	96	-3	100	-2	97	CS(=O)(=O)N1CCc2cc(C(=O)Nc3ccccc3Br)ccc21
105	101	2	100	3	102	-12	102	COc1ccc(CNc2nnnn2C)c(OC)c1
102	99	2	98	4	93	5	94	CCCN(CCC)C(=O)c1cn(C)c2ccc(S(=O)(=O)N3CCCC3)cc2c1=O
114	112	4	109	13	107	1	116	N#Cc1ccccc1Sc1ccccc1C(=O)OCC(=O)NC12CC3CC(CC(C3)C1)C2
97	94	0	93	3	107	-9	98	COc1ccc(-c2cc3cc(OC)c(OC)cc3cn2)cc1OC
95	94	0	95	0	102	7	110	CC(CN1CCCCC1)OC(=O)CCc1ccccc1 (centres undefined)
102	99	2	103	10	107	-21	96	Cc1ccc(S(=O)(=O)NCc2n[nH]c(=S)n2C)cc1
93	103	2	91	0	71	0	91	COc1ccc(C(=O)Nc2ccccc2)cc1NC(=O)c1cccs1
100	95	2	99	0	96	-1	97	O=C(CNS(=O)(=O)c1cccc(F)c1)OCC(=O)N1CCCC1=O
90	97	0	75	-15	99	4	90	C=CCOc1ccc(-c2n[nH]c(=S)o2)cc1
110	100	0	101	-1	93	1	106	Cc1ccc(NC(=O)/C=C/C(=O)O)c(NC(=O)c2ccccc2)c1
102	100	1	105	5	97	-10	107	CCc1nnc(NC(=O)C2CCCN(S(=O)(=O)c3ccc(OC)cc3)C2)s1 (centres undefined)
98	95	2	96	23	95	0	97	CS(=O)(=O)NC1c2cccc3cccc(c23)C1N1CCOCC1 (centres undefined)
101	99	0	100	-7	103	-7	100	COC(=O)c1c(-c2ccc(OC)cc2)sc2cc(OC)c(OC)cc12
104	101	0	97	0	94	13	101	CCN(CC(=O)NCc1ccc(Cl)cc1)C(=O)/C=C/c1ccc(C#N)cc1
93	92	0	96	-4	90	-5	98	O=C1NC(=S)/C(=C\c2ccc(-c3ccccc3Cl)o2)S1
93	93	10	94	8	88	3	93	N#CC1(NC(=O)COC(=O)c2ccccc2SCC(=O)N2CCCC2)CCCCC1
104	104	0	105	2	103	3	108	COc1ccc(CCNC(=O)CCCn2c(=O)c3cccn3c3cccnc32)c(OC)c1OC
91	98	0	102	13	92	10	100	N#Cc1c(NC(=O)CSc2nnc(-c3ccco3)n2-c2ccccc2)sc2c1CCC2
96	94	1	94	-2	94	-4	98	COc1cccc(-c2cn(C[C@H]3CC[C@@H]([C@@H]4CC[C@H](Cn5cc(-c6cccc(OC)c6)nn5)O4)O3)nn2)c1
102	93	5	95	-1	93	7	97	CCN(CC)S(=O)(=O)c1cc(NC(=O)COC(=O)CCc2nc3ccccc3s2)ccc1C

Continued:
MEP2-GFP yeast	RPL19A-GFP yeast	GRK2 aptamer HTS	AGP1 TOR yeast	VLA-4 inh	LAP4 TOR yeast	JMJD2C inh	CIT2-GFP yeast	smiles
90	90	3	87	25	95	7	84	COc1cc(OC)cc(-c2sc3ccc(OC)cc3c2C#CCCO)c1
123	111	0	107	6	101	10	106	CC(SCC(=O)NC12CC3CC(CC(C3)C1)C2)C(=O)O (centres undefined)
106	99	0	102	3	91	51	102	COc1cc(C(=O)Nc2nnc(S(=O)(=O)N3CCCCCC3)s2)cc(OC)c1OC
93	92	0	96	-8	109	7	84	C=CCOc1ccc(/C=C2\SC(=Nc3cccnc3)NC2=O)cc1
100	88	8	92	14	96	0	91	COc1ccccc1Nc1nnc(SCC(=O)Nc2cc(C)on2)s1
96	99	5	97	12	101	-15	87	CCOC(=O)c1ncn2c1CN(C)C(=O)c1cc(F)ccc1-2
97	94	1	102	9	98	0	93	O=[N+]([O-])c1ccc(CN2CCN(Cc3c[nH]c4ccccc34)CC2)cc1
104	79	0	92	9	95	-2	97	CCC(=O)Nc1nc2nc(-c3ccccc3)cc(=O)n2[nH]1
104	114	1	111	-2	104	3	108	CCCc1cc(C(=O)N2CCCC(N3CCN(c4ccccc4F)CC3)C2)n(C)n1 (centres undefined)
110	103	8	91	7	118	-13	89	S=c1[nH]nc(-c2cccc(Br)c2)o1
108	108	0	104	-5	113	-4	105	O=C(Nc1nccs1)c1ccc(NC(=O)c2ccco2)cc1
106	99	2	109	-3	104	8	104	O=[N+]([O-])c1ccc(Cl)c(S(=O)(=O)Nc2ccc(-c3ccc(N4CCOCC4)nn3)cc2)c1
103	96	0	94	-30	111	-8	99	CCOc1ccc(NC(=O)Nc2cc(C)on2)cc1
92	94	0	96	3	92	5	92	NC(=O)c1ccc(NC(=O)COC(=O)C2CCN(S(=O)(=O)c3cccs3)CC2)cc1
100	110	2	96	0	82	6	.	CCc1ccccc1NC(=O)CCCN1C(=O)C2CC=CCC2C1=O (centres undefined)
92	96	0	95	3	91	27	96	NC(=O)c1cc(C(=O)c2ccccc2Cl)c[nH]1
103	102	1	91	9	96	1	92	COc1ccc(NC(=O)c2ccc(COCC(F)(F)F)cc2)cc1OC
95	89	0	83	6	84	-4	76	COc1ccc(-c2nc(CS(=O)CC(=O)NCCN3CCCCCC3)c(C)o2)cc1OC (centres undefined)
99	102	6	96	2	92	1	101	COc1ccc(C2/C(=C(/O)c3ccc(C)cc3)C(=O)C(=O)N2CC2CCCO2)cc1OC (centres undefined)
92	66	7	82	0	86	20	99	CCOc1ccc(CCNC(=O)CCNS(=O)(=O)c2ccc(Br)cc2)cc1OCC
106	96	1	91	6	112	9	88	COc1ccccc1CNC(=O)N1CCN(c2ccccc2C)CC1
103	101	0	100	8	96	0	94	C/C(=N\NC(=O)c1c(Br)c(C)nn1C)c1cccc(NC(=O)c2ccccc2C)c1
98	97	0	93	-1	78	1	102	COc1cc(C(=O)NCCc2cc3c(OC)ccc(OC)c3[nH]c2=O)cc(OC)c1OC
109	110	3	109	5	99	-3	103	CCOP(=O)(OCC)c1nc(-c2ccccc2Cl)oc1N1CCOCC1

Part of the list above in another layout.
compound: C=CCOc1ccc(/C=C2\SC(=Nc3cccnc3)NC2=O)cc1
  MEP2-GFP yeast = 93; RPL19A-GFP yeast = 92; GRK2 aptamer HTS = 0; AGP1 TOR yeast = 96; VLA-4 inh = -8; LAP4 TOR yeast = 109; JMJD2C inh = 7; CIT2-GFP yeast = 84
compound: COc1ccccc1Nc1nnc(SCC(=O)Nc2cc(C)on2)s1
  MEP2-GFP yeast = 100; RPL19A-GFP yeast = 88; GRK2 aptamer HTS = 8; AGP1 TOR yeast = 92; VLA-4 inh = 14; LAP4 TOR yeast = 96; JMJD2C inh = 0; CIT2-GFP yeast = 91
compound: CCOC(=O)c1ncn2c1CN(C)C(=O)c1cc(F)ccc1-2
  MEP2-GFP yeast = 96; RPL19A-GFP yeast = 99; GRK2 aptamer HTS = 5; AGP1 TOR yeast = 97; VLA-4 inh = 12; LAP4 TOR yeast = 101; JMJD2C inh = -15; CIT2-GFP yeast = 87

Outcome played no part in choosing rows; any-hit rate near 1.7%.
